Source: PubChem BioAssay
Cneo AK release = Cryptococcus neoformans lysis via adenylate kinase release | C. neoformans lysis, adenylate kinase release luminescence, 4 h; normalised: neutral wells 0, clomiphene wells 100 | hit rate 0.2% among 360,000 | lysis activity, % at 15 µM | AID 651654;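 active = mean lysis activity across replicates of at least 80%, whatever share of replicates individually reach that level; inactive = mean lysis activity below 80%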
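Material: C. neoformans cells | Amount: Yeast cell density of 5 × 10^6 cells/mL | Medium: Fresh YPD growth medium | Dosing: Single dose | Times: Static 4 h at 37 °C with compound, 1 h detection | Detection: AK luminescence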
PAX8 inh HTS = lowers PAX8-driven luciferase in RMG-I cells; RMG-I TPO-luciferase reporter, SteadyGlo, 24 h; inhibition, % at 12.6 µM; hit rate 1.2% among 360,000; AID 652154;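 active = mean replicate inhibition at least 60% with every replicate also reaching 60%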;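 note: luciferase light reporting Pax8 driven TPO promoter activity; plate controls were median of neutral control wells for no effect and mitoxantrone controls for full effect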
CASP6 VEID inh = inhibitors of human caspase-6. purified caspase-6, Z-VEID-R110 cleavage fluorescence. inhibition, % at 12.5 µM. hit rate 0.53% among 350,000. AID 686996;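 active = mean inhibition across replicates at least about 35%, with every replicate also reaching that limit, limit read from the data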;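 note: 0% = median of neutral control wells and 100% = no fluorescence left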
Target sequence (P55212 24-179 limits assumed): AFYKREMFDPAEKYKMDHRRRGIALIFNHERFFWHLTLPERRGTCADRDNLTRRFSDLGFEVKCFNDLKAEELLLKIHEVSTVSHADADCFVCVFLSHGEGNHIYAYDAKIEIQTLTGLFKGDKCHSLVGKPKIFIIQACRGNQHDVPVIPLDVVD
Target sequence (P55212 194-293 limits assumed): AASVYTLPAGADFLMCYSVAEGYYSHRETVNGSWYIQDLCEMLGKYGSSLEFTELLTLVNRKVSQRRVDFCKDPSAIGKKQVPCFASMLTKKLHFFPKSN
PGC1a acetyl inh = modulators of PGC1a acetylation; U2OS PGC1a acetylation, AlphaScreen anti-acetyl-lysine; with virally co-expressed GCN5 acetyltransferase; inhibition, % at 15.6 µM; hit rate 0.17% among 350,000; AID 651687;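 active = every replicate shows inhibition of at least 40%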;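 note: 0% = neutral control wells and 100% = positive control wells; some results beyond the cut were filed as inactive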
miR-122 sensor = inhibitors of miR-122 in Huh7 cells; Huh7 miR-122 Renilla luciferase sensor, 48 h; neutral wells = 0, positive control = 100; activation (reporter increase), % at 12.5 µM; hit rate 0.3% among 340,000; AID 602342;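 active = mean replicate activation score at least 90 and every replicate individually at or above 90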;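 note: higher luciferase means less miR-122 activity so hits act as miR-122 inhibitors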
LGR2 antag = inhibitors of bursicon-induced Drosophila LGR2 receptor cAMP signaling; hit rate 0.35% among 380,000; inhibition, % at 9.99 µM; HEK293 LGR2, CRE-luciferase, bursicon-stimulated, 4 h;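 active = drop in luminescence signal, shown as inhibition above about 50% in the replicate tests, limit read from the data, passing the limit was not always enough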;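 note: agonist challenge used bursicon conditioned medium at about half maximal strength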
EWS-Fli block = EWS/Fli transcriptional activity inhibition; A673 NR0B1-luciferase reporter, viability-normalised; inhibition, % at 12.6 µM; hit rate 0.67% among 350,000;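 active = mean inhibition of at least 50% after viability correction, with every replicate also passing that limit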;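 note: firefly luciferase signal divided by Alamar Blue viability fluorescence both relative to DMSO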
FN deposit inh = fibronectin deposition inhibition | inhibition, % at 12.6 µM | AH1F fibroblasts, Alexa488-fibronectin deposition fluorescence, overnight | hit rate 0.086% among 350,000;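 active = mean inhibition across replicates of 30% or more, regardless of how many single replicates reach that level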;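 note: positive control wells lacked labelled fibronectin entirely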
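Measured by – fluorescence 485/525 nm · System – AH1F fibroblast monolayer, labelled fibronectin deposition · Amount – 10000 cells per well · Buffer or medium – serum-reduced DMEM (2% serum) · Doses – single dose, pinned · Also added – fluorescent fibronectin at 24 nM final · Schedule – 1 h cell attachment, overnight exposure to compound and label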
The depositor's hits bear a star; [ ] = another dose, or the depositor's remark.

Start of the data: the first 2 compounds, ahead of the listing:
What do the screens show for `COc1ccc(-c2csc(C(C)(O)c3ccccc3)n2)cn1` (configuration not stated)?
Cneo AK release: 0; PAX8 inh HTS: -8; CASP6 VEID inh: 3; miR-122 sensor: -7; LGR2 antag: -17; EWS-Fli block: -16; FN deposit inh: 7

What do the screens show for `C/C(=N\NC(=O)c1nnn(-c2nonc2N)c1-c1ccc2c(c1)OCO2)c1ccc(F)cc1`?
Cneo AK release: -1; PAX8 inh HTS: -21; CASP6 VEID inh: -1; PGC1a acetyl inh: 15; miR-122 sensor: 2; LGR2 antag: 1; FN deposit inh: -14

The listing, repeating the preview:
What do the screens show for `COc1ccc(-c2csc(C(C)(O)c3ccccc3)n2)cn1` (configuration not stated)?
Cneo AK release: 0; PAX8 inh HTS: -8; CASP6 VEID inh: 3; miR-122 sensor: -7; LGR2 antag: -17; EWS-Fli block: -16; FN deposit inh: 7

What do the screens show for `C/C(=N\NC(=O)c1nnn(-c2nonc2N)c1-c1ccc2c(c1)OCO2)c1ccc(F)cc1`?
Cneo AK release: -1; PAX8 inh HTS: -21; CASP6 VEID inh: -1; PGC1a acetyl inh: 15; miR-122 sensor: 2; LGR2 antag: 1; FN deposit inh: -14

How did CC(=O)c1cccc(-c2ccnc3c2CC(C(=O)Nc2ccc(C(C)C)cc2)O3)c1 (configuration not stated) do in these assays?
Cneo AK release: 0; PAX8 inh HTS: -10; CASP6 VEID inh: 1; miR-122 sensor: 1; LGR2 antag: -2; EWS-Fli block: -44; FN deposit inh: 2

Results for O=C(C[C@@H]1CC[C@@H]2[C@H](COC[C@H](O)CN2Cc2cccc(Cl)c2)O1)NCC1CCCCC1 ?
Cneo AK release: 1; PAX8 inh HTS: -9; CASP6 VEID inh: 1; PGC1a acetyl inh: -8; miR-122 sensor: -7[16.7 µM]; LGR2 antag: 4; EWS-Fli block: -19; FN deposit inh: -8

Results for COc1cccc(NC(=O)c2cccc(OC)c2OC)c1 ?
Cneo AK release: -3; PAX8 inh HTS: -193; PGC1a acetyl inh: -7; miR-122 sensor: 3; FN deposit inh: 1

What do the screens show for `COc1ccc(CN2C(=O)c3cccnc3C2Nc2cc(Cl)ccc2OC)cc1` (configuration not stated)?
Cneo AK release: 0; CASP6 VEID inh: 30; PGC1a acetyl inh: 6; miR-122 sensor: -1; LGR2 antag: -19; FN deposit inh: 5

Results for COc1ccc(NC(=O)CC2SC(N)=NC2=O)c([N+](=O)[O-])c1 (configuration not stated) ?
Cneo AK release: -2; PAX8 inh HTS: 8; CASP6 VEID inh: -1; PGC1a acetyl inh: 2; miR-122 sensor: -13; EWS-Fli block: -14; FN deposit inh: -5

Results for CC(C)NC(=O)N(C)C[C@H]1Oc2ccc(NS(=O)(=O)c3ccc(Cl)cc3)cc2CC(=O)N([C@H](C)CO)C[C@@H]1C ?
PAX8 inh HTS: -14; PGC1a acetyl inh: 6; miR-122 sensor: -4[16.7 µM]; LGR2 antag: -12; EWS-Fli block: -2

Results for O=C(COC(=O)c1ccc(Br)o1)NCC(=O)Nc1ccc(F)cc1 ?
Cneo AK release: 2; PAX8 inh HTS: -5; CASP6 VEID inh: -1; LGR2 antag: -9; EWS-Fli block: 2; FN deposit inh: -1

Results for COc1cccc(N(C(=O)c2ccco2)C(C(=O)NC2CCCC2)c2ccc(N3CCOCC3)cc2)c1 (configuration not stated) ?
Cneo AK release: 3; PAX8 inh HTS: -3; CASP6 VEID inh: 2; PGC1a acetyl inh: -3; miR-122 sensor: -3; LGR2 antag: -4; EWS-Fli block: 2; FN deposit inh: -12

How did COC1Cc2ccccc2N(C(=O)N2CCN(CCO)CC2)c2ccccc21 (configuration not stated) do in these assays?
Cneo AK release: 3; PGC1a acetyl inh: -1; miR-122 sensor: -6; LGR2 antag: -4

How did O=C(Cc1ccncc1)NCC[C@H]1CC[C@@H](NC(=O)C2CCCC2)[C@@H](CO)O1 do in these assays?
Cneo AK release: -1; PAX8 inh HTS: 4; CASP6 VEID inh: -1; PGC1a acetyl inh: 2; miR-122 sensor: -8[16.7 µM]; LGR2 antag: -9; EWS-Fli block: -4; FN deposit inh: 2

What do the screens show for `CCc1nc(SCC(=O)NCc2ccc(F)cc2)c2c(=O)n(C)c(=O)n(C)c2n1`?
Cneo AK release: -1; PAX8 inh HTS: -5; CASP6 VEID inh: -4; LGR2 antag: 6; EWS-Fli block: -2; FN deposit inh: -7

What do the screens show for `CCOc1ccc(S(=O)(=O)N(CC)CC(=O)NCc2ccncc2)cc1`?
Cneo AK release: 1; PAX8 inh HTS: -6; CASP6 VEID inh: -3; PGC1a acetyl inh: -12; miR-122 sensor: -2; LGR2 antag: -6; EWS-Fli block: -1; FN deposit inh: 10

How did c1ccc(-n2nnnc2Cc2nnnn2-c2ccccc2)cc1 do in these assays?
Cneo AK release: 1; PAX8 inh HTS: 15; CASP6 VEID inh: 1; PGC1a acetyl inh: -1; miR-122 sensor: -4; LGR2 antag: -16; EWS-Fli block: 5; FN deposit inh: 5

Results for COCC(=O)Nc1ccc2c(c1)C(=O)N(C)C[C@H](OC)[C@H](C)CN(C(C)=O)[C@@H](C)CO2 ?
Cneo AK release: 39; CASP6 VEID inh: 6; PGC1a acetyl inh: 0; miR-122 sensor: -6[16.7 µM]; LGR2 antag: 2; EWS-Fli block: 3; FN deposit inh: -6

What do the screens show for `COc1ccc2c(c1)c(C(=O)N/N=C/c1cn(C)c3ccccc13)c(C)n2C`?
PAX8 inh HTS: 22; CASP6 VEID inh: -1; PGC1a acetyl inh: 2; miR-122 sensor: -3; LGR2 antag: 12; EWS-Fli block: 16; FN deposit inh: 4

What do the screens show for `CC1(C)CC(=O)C(C(=O)/C=C/c2ccco2)C(=O)C1`?
PAX8 inh HTS: -4; CASP6 VEID inh: 5; PGC1a acetyl inh: 2; LGR2 antag: 5; EWS-Fli block: -7; FN deposit inh: -2

How did Cc1cc[n+](C(C)C(=O)c2ccc(-c3ccccc3)cc2)cc1 (configuration not stated) do in these assays?
PAX8 inh HTS: 69*; CASP6 VEID inh: -3; PGC1a acetyl inh: 1; LGR2 antag: -6; EWS-Fli block: 15; FN deposit inh: -9

How did COC(=O)[C@@]12C[C@@H](CC(=O)NCCC(C)C)C(=O)N(Cc3ccc4c(c3)OCO4)C1=CCC(C)(C)C2 do in these assays?
PAX8 inh HTS: -24; CASP6 VEID inh: 3; LGR2 antag: 12; EWS-Fli block: -7; FN deposit inh: 3

What do the screens show for `C[C@H]1CN([C@@H](C)CO)C(=O)c2cccc(NC(=O)c3nc4ccccc4s3)c2O[C@@H]1CN(C)Cc1ccncc1`?
Cneo AK release: 1; PAX8 inh HTS: 6; CASP6 VEID inh: 5; PGC1a acetyl inh: 4; miR-122 sensor: 19[16.7 µM]; LGR2 antag: 1; EWS-Fli block: 1

Results for N#C/C(=C/c1ccc(-c2ccc([N+](=O)[O-])cc2)o1)C(=O)Nc1nc(-c2cccs2)cs1 ?
PAX8 inh HTS: -25; CASP6 VEID inh: -1; PGC1a acetyl inh: 2; miR-122 sensor: 0; LGR2 antag: -17; EWS-Fli block: -33; FN deposit inh: -11

Results for O=[N+]([O-])c1ccc2c(c1)Cc1cc(F)ccc1-2 ?
Cneo AK release: -2; PAX8 inh HTS: -25; CASP6 VEID inh: -1; PGC1a acetyl inh: 33; miR-122 sensor: -10; LGR2 antag: -11; EWS-Fli block: -12; FN deposit inh: -3

What do the screens show for `C[C@H](CO)N1C[C@H](C)[C@@H](CN(C)CC2CC2)OCCCC[C@H](C)Oc2ccc(NS(=O)(=O)c3ccccc3)cc2C1=O`?
Cneo AK release: -4; PAX8 inh HTS: 4; CASP6 VEID inh: 1; PGC1a acetyl inh: 14; miR-122 sensor: -1[16.7 µM]; LGR2 antag: -9

What do the screens show for `C[C@@H]1CN([C@@H](C)CO)C(=O)Cc2cc(NS(=O)(=O)c3cn(C)cn3)ccc2O[C@@H]1CN(C)CC1CC1`?
Cneo AK release: -7; CASP6 VEID inh: 0; PGC1a acetyl inh: 6; miR-122 sensor: 42[16.7 µM]; LGR2 antag: 15; EWS-Fli block: -1; FN deposit inh: -10

How did COc1ccc(NC(=O)Nc2cccc3c2O[C@H](CN(C)S(=O)(=O)c2cccs2)[C@H](C)CN([C@@H](C)CO)C3=O)cc1 do in these assays?
Cneo AK release: -3; CASP6 VEID inh: 0; PGC1a acetyl inh: 5; miR-122 sensor: 1[16.7 µM]; LGR2 antag: -10; EWS-Fli block: -6; FN deposit inh: 7

What do the screens show for `N#Cc1ccc(-c2ccc([C@H]3[C@H]4CN(C(=O)C5CCCC5)CC(=O)N4[C@H]3CO)cc2)cc1`?
PAX8 inh HTS: 34; CASP6 VEID inh: 3; PGC1a acetyl inh: -16; LGR2 antag: 3; EWS-Fli block: -7; FN deposit inh: -9

Results for COc1cccc2sc(N3CCN(C(=O)c4cccs4)CC3)nc12 ?
Cneo AK release: 61; PAX8 inh HTS: 0; CASP6 VEID inh: 0; LGR2 antag: -6; EWS-Fli block: -11; FN deposit inh: -2

Results for Cc1ccc2nc(-c3cccnc3)oc2c1 ?
Cneo AK release: 6; PAX8 inh HTS: -119; PGC1a acetyl inh: -5; miR-122 sensor: 16

Results for O=C(C1COc2ccccc2O1)N1CCn2c(nc3ccccc32)C1 (configuration not stated) ?
Cneo AK release: -7; PAX8 inh HTS: -8; CASP6 VEID inh: 1; LGR2 antag: 16; EWS-Fli block: 1; FN deposit inh: -5

What do the screens show for `COCC#Cc1cnc2c(c1)C(=O)N([C@H](C)CO)C[C@H](C)[C@H](CN(C)C(=O)Cc1ccccc1)O2`?
Cneo AK release: 1; PAX8 inh HTS: 1; CASP6 VEID inh: 1; PGC1a acetyl inh: -5; miR-122 sensor: 3[16.7 µM]; LGR2 antag: 7; EWS-Fli block: -4

Results for CCCCCCNC1=NCCS1 ?
PAX8 inh HTS: -3; CASP6 VEID inh: 0; LGR2 antag: 12; EWS-Fli block: -15; FN deposit inh: 0

How did CCOc1ccc(NC(=O)CCSc2nnc(C)s2)cc1 do in these assays?
Cneo AK release: 2; PGC1a acetyl inh: 12; miR-122 sensor: -2; FN deposit inh: 3

How did O=C(NCc1ccccc1)NC1(C(=O)N2CCN(c3ncccn3)CC2)CCCCC1 do in these assays?
Cneo AK release: 16; PAX8 inh HTS: -9; PGC1a acetyl inh: 7; miR-122 sensor: -11; FN deposit inh: -2

Results for COc1ccc(NC(=O)C2C(c3ccccc3)C2(Cl)Cl)c(OC)c1 (configuration not stated) ?
Cneo AK release: 0; PAX8 inh HTS: 17; CASP6 VEID inh: -1; PGC1a acetyl inh: -9; miR-122 sensor: -5; LGR2 antag: 6; EWS-Fli block: 13; FN deposit inh: 6

What do the screens show for `CC(=O)N/C(=N\c1nc(C)cc(C)n1)Nc1ccc2ccccc2c1`?
Cneo AK release: -2; PAX8 inh HTS: 7; CASP6 VEID inh: -1; PGC1a acetyl inh: -10; miR-122 sensor: 5; LGR2 antag: 9; EWS-Fli block: -2; FN deposit inh: -2

What do the screens show for `CC(C)CCN(C(=O)CNC(=O)c1cccs1)C(C(=O)NC1CCCCC1)c1cccnc1` (configuration not stated)?
Cneo AK release: -4; PAX8 inh HTS: 17; CASP6 VEID inh: 0; PGC1a acetyl inh: 0; miR-122 sensor: 3; LGR2 antag: 7; EWS-Fli block: -8; FN deposit inh: 11

An unsorted share of the library (roughly 2.5% active in at least one column).
